FEN1 inhibitor: qHTS Assay for the Inhibitors of Human Flap endonuclease 1 (FEN1). 390,000 tested, 0.35% active. Potency, µM (series often up to 114 µM), without a hit: top-dose activity change, negative = inhibition, most hits filed as inhibitors. Recombinant FEN1 flap cleavage, fluorescence, 15 min. AID 588795, 2011. P39748; further: nearly all actives have a fitted effect of over 65% in size
Target sequence (P39748 whole entry, looked up): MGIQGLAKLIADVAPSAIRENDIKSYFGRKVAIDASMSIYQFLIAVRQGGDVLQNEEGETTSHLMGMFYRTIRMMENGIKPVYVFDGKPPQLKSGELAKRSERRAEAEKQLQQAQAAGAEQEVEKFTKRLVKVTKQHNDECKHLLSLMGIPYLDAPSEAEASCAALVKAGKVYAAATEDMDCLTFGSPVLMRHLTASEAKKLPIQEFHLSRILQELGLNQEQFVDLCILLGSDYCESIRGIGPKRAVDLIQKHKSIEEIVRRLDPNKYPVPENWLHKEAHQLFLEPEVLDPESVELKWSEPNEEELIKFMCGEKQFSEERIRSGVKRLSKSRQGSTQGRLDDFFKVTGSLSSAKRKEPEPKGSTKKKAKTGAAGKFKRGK
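Compounds are tested as a concentration series against 10 nM FEN1; after a 15 min room-temperature preincubation, 50 nM substrate starts cleavage, with plate reads at 0 and 15 min. Normalized responses are fitted by a Hill equation.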
TDP1 cell CPT: qHTS for Inhibitors of human tyrosyl-DNA phosphodiesterase 1 (TDP1): qHTS in cells in presence of CPT. Potency, µM (doses to about 46.2 µM), without a hit: at the highest dose activity change, negative = growth inhibition, usual class: inhibitors. chicken DT40 Tdp1-/-;hTDP1 cells + 20 nM CPT, ATP luminescence, 48 h. 420,000 tested, 12% active; further: nearly all actives have a fitted effect of over 55% in size
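Chicken DT40 Tdp1-/- cells complemented with human TDP1, 400 cells/well, exposed to compounds plus 20 nM camptothecin for at least 48 h at 37 C; viability read as ATP content by CellTiter-Glo luminescence.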
N370S GC: qHTS Assay for Inhibitors and Activators of N370S glucocerebrosidase as a Potential Chaperone Treatment of Gaucher Disease; N370S GC spleen homogenate, 4MU-glucoside fluorescence; Lysosomal acid glucosylceramidase (Homo sapiens), P04062; 330,000 tested, 0.092% active; Potency, µM (highest dose often 59.4 µM), inactives show top-dose activity change, negative = inhibition, usual class: inhibitors;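 further: 0% = full enzyme activity and -100% = no enzyme basal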
The depositor's hits bear a star; u = inconclusive; x = not tested or not shown; & = joins results of further samples. The call rests on the fitted dose curve; in most records, active means well fitted curve in the direction sought with a large enough effect; inconclusive means small, poorly fitted or top-dose-only effect, or another doubt; inactive means no such curve, though single readings can be large; an effect the other way counts as inactive or inconclusive. Unless noted, on the % scale 0 is the no-effect control and ±100 the full control effect; potency means the concentration at half of the fitted maximal effect.

canonical_smiles	N370S GC	TDP1 cell CPT	FEN1 inhibitor
CCN(CC)CCCNC(=O)c1sc2ncn(CC(=O)Nc3ccc(C)c(Cl)c3)c(=O)c2c1C	-1%	u	16%
Cc1ccc(Cn2cccc(NC(=O)NC3CCCCC3)c2=O)cc1	9%	-15%	-10%
COc1ccc(C(=O)N(CCCO)C(C)C(=O)NC2CCCCC2)cc1OC (stereo unspecified)	4%	2%	-14%
Cc1csc(NC(=O)c2cc3ccccc3o2)n1	x	-20%	-1%
CCC(C)(C)n1nnnc1C(c1ccc(C)cc1)N1CCCC1 (stereo unspecified)	-5%	-6%	-9%
CC1=C(c2ccc(C(C)C)cc2)S(=O)(=O)N=C1N1CCN(C(=O)c2ccco2)CC1	4%	-23%	-3%
Cc1ccccc1C(=O)NC(NCc1ccco1)C(Cl)(Cl)Cl (stereo unspecified)	-17%	-11%	-10%
O=C(/C=C/c1ccc(Cl)cc1)NC(=S)Nc1ccc(N2CCOCC2)c(Cl)c1	1%	12µM*	2%
NS(=O)(=O)c1ccc(CCNC(=O)C2CCN(S(=O)(=O)c3ccccc3)CC2)cc1	-6%	14%	0%
CC(C)c1ccc(N(CC(=O)NN=C2CCN(C)CC2)S(=O)(=O)c2ccccc2)cc1	5%	21%	-3%
COc1cc2ccccc2cc1C(=O)OCC(=O)c1c(N)n(C)c(=O)n(C)c1=O	x	-4%	-6%
Cc1[nH]c(C)c(S(=O)(=O)N2CCN(c3ccccc3F)CC2)c1C(=O)N1CCCCC1	-3%	u	-8%
Clc1cccc(-n2ncc3c(NCCC4=CCCCC4)ncnc32)c1	x	u	-11%
CC(=O)c1ccc(NC(=O)N2CCc3ccccc3C2)cc1	-3%	6%	-1%
COCCCNC(=O)C1CCN(C(=O)c2oc3cc4sc(N(C)C)nc4cc3c2C)CC1	-1%	-16%	-17%
Cc1ccc2cc(CN(CCCN(C)C)C(=O)NCc3ccccc3)c(=O)[nH]c2c1C	-7%	u	-8%
O=C(COC(=O)c1c(F)cccc1Cl)NCC1CCCCC1	x	u	13%
c1ccc2c(c1)oc1c(NCCN3CCOCC3)ncnc12	-9%	-13%	2%
O=c1c(CCc2ccccc2)nc2cncnc2n1-c1ccccc1	7%	-22%	x
O=C(Cc1cccs1)N[C@@H]1c2ccccc2CC[C@H]1OCc1ccccc1	x	u	-21%
N#Cc1c(/N=C/c2ccco2)oc(-c2ccccc2)c1-c1ccccc1	6%	u	-20%
O=C(O)C1C2C=CC(C2)C1C(=O)Nc1ccc(C(=O)N2CCCCC2)cc1 (stereo unspecified)	-1%	-11%	-6%
CC1(C)CC(Cc2nc(=S)[nH][nH]2)C(=O)O1 (stereo unspecified)	-9%	u	-9%
COc1ccccc1C(OC(=O)c1cccs1)C(=O)NCC1CCCO1 (stereo unspecified)	7%	-8%	-4%
Cc1ccc(S(=O)(=O)N2CCCCC2)cc1NC(=O)C1CCC1	x	-1%	-10%
Cc1ccc2nc(-c3ccc(SCC(=O)Nc4nnc(C)s4)nc3)[nH]c2c1	-6%	u	-6%
Cc1ccc(S(=O)(=O)c2nc(-c3cccs3)oc2NCCCN(C)C)cc1	-1%	4%	-9%
Cc1ccc(NC(=O)CSc2nccn2Cc2ccc3c(c2)OCO3)c(C)c1	x	-14%	16%
O=C(NCCS(=O)(=O)N1CCN(c2ccccc2F)CC1)c1ccco1	-10%	u	6%
Cc1ccc2c(c1)CCCN2C(=O)c1c(C)noc1C	1%	-29%	-3%
O=C(c1cccs1)N1CCN(S(=O)(=O)Cc2ccccc2)CC1	3%	-12%	-2%
CCOc1ccc(-c2cc(NC(=O)Nc3ccc(Cl)cc3)c(C(=O)OC)s2)cc1	x	u	-12%
Cc1ccc(S(=O)(=O)c2cc3cc(C(=O)O)ccc3oc2=O)cc1	x	-11%	-4%
Cc1cc(C)n(-c2nc3cc(Cl)c(Cl)cc3nc2Nc2c(C)cccc2C)n1	x	9%	2%
COc1cc(CN(C)CCc2ccccc2)ccc1OCc1ccccc1	-15%	u	-13%
C=CCOc1c(CNc2ncn[nH]2)cccc1OCC	2%	-19%	0%
Cc1ccc(NS(=O)(=O)c2cccc(C(=O)N/N=C/c3c(C)nn(-c4ccccc4)c3N3CCCC3)c2)c(C)c1	4%	u	-6%
CN(C(=O)CC1C(=O)NCCN1Cc1ccc(F)cc1Cl)C1CCCCC1 (stereo unspecified)	3%	-16%	-11%
O=C(N=C1N=C2C=CC=CN2Cc2ccccc21)c1ccc(S(=O)(=O)N2CCCC2)cc1	13%	4%	-8%
CCOC(=O)c1cc(N)cc([N+](=O)[O-])c1	27%	13%	-2%
COc1ccc(CC2(CO)CCN(Cc3cccn3-c3ccccn3)CC2)cc1	-7%	-18%	9%
COc1cc2c(=O)n(CCC(=O)NCC3CCCO3)c(=O)n(CC(=O)Nc3ccc(F)cc3)c2cc1OC (stereo unspecified)	-19%	14%&-11%	-1%&16%
C=C(C)COc1ccc(-c2[nH]ncc2Oc2ccccc2OC)c(O)c1	2%	u	-23%
CN(C)c1ccc(/C=C/C(=O)c2ccc(C(C)(C)C)cc2)cc1[N+](=O)[O-]	15%	23µM*	-7%
CC1=C(C#N)C(NC(=O)c2cccc(Cl)c2)(C(F)(F)F)C(=O)N1 (stereo unspecified)	-2%	-1%	-5%&-9%
CN(/N=C/c1ccc(O)cc1O)c1nc(-c2ccccc2)cc(-c2ccccc2)n1	-6%	21µM*	-3%
O=C(Nc1cnn(Cc2ccc(Cl)c(Cl)c2)c1)c1nc2ncccn2n1	-22%	-17%	4%
CN(C)Cc1ccccc1-c1cc(NCc2ccccc2)ncn1	-3%	-7%	x
CCCCn1c(SCC(=O)N2CCCCC2)nc2cc(S(N)(=O)=O)ccc21	1%	-20%	-3%
Cc1cc(C)c(NC(=O)C2CCCN2C)c(C)c1 (stereo unspecified)	13%	6%	1%
COc1ccc(OC)c(S(=O)(=O)N2CCCC(C(=O)N3CCC(C(N)=O)CC3)C2)c1 (stereo unspecified)	-26%	u	-2%
Cc1ccc(OCc2nc(-c3ccccc3)no2)cc1	0%	u	14%
CNC(=O)/C(C#N)=C/c1c(F)cccc1Cl	31%	12µM*	0%
CN(c1ccccc1)S(=O)(=O)c1cccc2ccccc12	6%	-12%	0%
CCOC(=O)c1ccc(NC(=S)N2CCN(CCO)CC2)cc1	-10%	-2%	13%
O=C(CS(=O)(=O)Nc1ccc(F)cc1Cl)Nc1ccc(F)cc1Cl	-1%	-28%	18%
Cc1cccn2c(=O)c3cc(C(=O)NCc4ccccc4Cl)sc3nc12	x	4%	-1%
Cc1ccc(C)c(/C=N/NC(=S)NCCc2ccccc2)c1	8%	u	-21%
Oc1ccccc1CNc1ccc2c(c1)OCCO2	3%	16%	7%
COC(=O)c1cccc(NC(=O)CCc2c(C)noc2C)c1	x	8%	-9%

Further structures
canonical_smiles	N370S GC	TDP1 cell CPT	FEN1 inhibitor
CC1=C(C(=O)OC2CCCCC2)C(c2ccco2)C2=C(CC(C)(C)CC2=O)N1 (stereo unspecified)	u	18µM*	0%
CN(C(=O)CCCN1C(=O)c2cccc3cccc(c23)C1=O)c1ccccc1	6%	-22%	-10%
C#CCOCCOCCOCCNc1nc(N2CCN(C(=O)CCCCCCCCCCNC(=O)[C@H](CCCCN)n3cc(CCO)nn3)CC2)nc(N2CCN(C(=O)CCCCCCCCCCNC(=O)[C@H](CCCCN)n3cc(CCCC(=O)O)nn3)CC2)n1	u	-1%	-3%
CC(C)(C)C(=O)Nc1ccc(Sc2ccc([N+](=O)[O-])cc2)cc1	-5%	8.2µM*	3%
COc1ccc(Cl)cc1NC(=O)CSc1nc2ccccc2c2nc(-c3ccccc3)nn12	x	-13%	-4%
O=C(O)c1ccccc1-c1ccccc1C(=O)NCc1cccc(C(F)(F)F)c1	-4%	2%	-5%
CCOc1ccc(NC(=O)c2oc(=O)c3ccccc3c2-c2ccc(C)cc2)cc1	x	u	16%
COc1cccc(NC(=O)CN(c2ccc([N+](=O)[O-])cc2)S(=O)(=O)c2ccccc2)c1	0%	-1%	-5%
CCOc1cc(NC(=S)NC)c(OCC)cc1NC(=O)c1ccco1	5%	-6%	2%
Cc1ccc(NC(=O)c2ncn(CC(=O)N3CCN(c4ccccn4)CC3)n2)cc1C	x	u	-4%
Cc1ccc2nc(Nc3nc(CSc4nnc(C)s4)cc(=O)[nH]3)nc(C)c2c1	-1%	u	u
CC1CCN(c2c(NCc3ccc(C(=O)NCc4ccco4)cc3)c(=O)c2=O)CC1	4%	-8%	0%
Clc1cccc(CN2CCCCCCC2)c1Cl	-2%	-16%	-5%
COC(=O)NNC(=S)NCc1ccccc1	-11%	-4%	0%
CN(CC(=O)Nc1cccc(F)c1)C(=O)C1CC(=O)N(Cc2ccccc2)C1 (stereo unspecified)	-3%	-7%	19%
CN(C(=N)N)c1ccc(/C=C2\C=Cc3ccccc32)cc1	x	5µM*	-10%
CCn1c(SCC(=O)N/N=C(\C)c2ccncc2)nnc1-c1ccc(C)cc1	1%	-22%	-7%
Cc1cc(C)cc(C(=O)N2CCC(C(N)=O)CC2)c1	28%	9%	1%
COc1ccc(CCC(=O)Nc2cccc(Cl)c2)cc1	1%	-6%	-6%
O=C(CN1CCC(NC(=O)C2CCCCC2)CC1)NCc1ccco1	-27%	6%	0%
CCOc1ccccc1N(C)C(=O)c1nn(-c2ccc(C)cc2)c(=O)c2c1c1ccccc1n2C	x	-6%	-6%
COc1cccc(C(=O)c2cc3ccc(O)cc3oc2=O)c1	-18%	u	11%
Cc1ccc(C(=O)NCC(=O)NCC(=O)OCc2ccc(F)cc2)cc1	-3%	-1%	0%
Cc1cc(C)c(S(=O)(=O)N(C)CC(=O)NCc2ccccn2)c(C)c1	16%	16%	-4%
CC(C)NC(=O)C(=O)c1cn(C)c2ccccc12	-5%	16%	4%
O=C(CSc1ccccc1F)NCC(c1cccs1)N1CCOCC1 (stereo unspecified)	x	u	-11%
COc1ccc(NC(=O)/C(Cl)=C(/Cl)S(=O)Cc2ccccc2)cn1 (stereo unspecified)	1%	0.021µM*	-18%
Cn1nc(-c2ccncc2)nc2c(=O)n(C)c(=O)nc1-2	x	0.32µM*	-15%
N#Cc1cnn(Cc2ccccc2)c1/N=C/N1CCOCC1	3%	-1%	-6%
Cn1c(N)c(C(=O)c2ccc(Cl)cc2)c(=O)n(C)c1=O	-3%	-8%	8%
COc1ccc(CNC(=O)C2=CCN(S(=O)(=O)c3ccc(C)cc3)CC2)cc1	-10%	11%	6%
CCN(CC)C(=O)Oc1ccc(Cl)c2cccnc12	5%	4%	4%
CCN(CC)c1ccc(/C=N/Nc2nc3ccccc3[nH]2)c(O)c1	x	4.6µM*	-9%
COc1c(Cl)cc(Cl)cc1/C=C(\C#N)c1nc(-c2ccc(Cl)cc2)cs1	x	-8%	12%
COCCCNC(=S)N(Cc1ccccc1)Cc1ccccc1	3%	-24%	-7%
Cc1ccc([N+](=O)[O-])cc1NC(=O)CN(C(=O)c1ccc(Cl)cc1)C1CCCCC1	-3%	21µM*	-9%

Grouped by structure, those above with two or more sulfur atoms.
canonical_smiles	N370S GC	TDP1 cell CPT	FEN1 inhibitor
NS(=O)(=O)c1ccc(CCNC(=O)C2CCN(S(=O)(=O)c3ccccc3)CC2)cc1	-6%	14%	0%
Cc1ccc2nc(-c3ccc(SCC(=O)Nc4nnc(C)s4)nc3)[nH]c2c1	-6%	u	-6%
Cc1ccc(S(=O)(=O)c2nc(-c3cccs3)oc2NCCCN(C)C)cc1	-1%	4%	-9%
O=C(c1cccs1)N1CCN(S(=O)(=O)Cc2ccccc2)CC1	3%	-12%	-2%
CCCCn1c(SCC(=O)N2CCCCC2)nc2cc(S(N)(=O)=O)ccc21	1%	-20%	-3%
Cc1ccc2nc(Nc3nc(CSc4nnc(C)s4)cc(=O)[nH]3)nc(C)c2c1	-1%	u	u
O=C(CSc1ccccc1F)NCC(c1cccs1)N1CCOCC1 (stereo unspecified)	x	u	-11%

Source: PubChem BioAssay

Some of the compounds tested (hit frequency here may not be typical).
